12-LOX inh = Primary qHTS assay for inhibitors of human arachidonate 12S-lipoxygenase (ALOX12): Round 2; Polyunsaturated fatty acid lipoxygenase ALOX12 (Homo sapiens), P18054; purified 12hLO, xylenol orange hydroperoxide absorbance; Potency, µM (highest dose often 108 µM), inactives show at the highest dose activity change, negative = inhibition, usual class: inhibitors; 580,000 tested, 1.1% active; note: potency is the fitted concentration of half-maximal effect; % is set by controls: 0 for no effect and ±100 for the full control effect
Target sequence (P18054 whole entry, looked up): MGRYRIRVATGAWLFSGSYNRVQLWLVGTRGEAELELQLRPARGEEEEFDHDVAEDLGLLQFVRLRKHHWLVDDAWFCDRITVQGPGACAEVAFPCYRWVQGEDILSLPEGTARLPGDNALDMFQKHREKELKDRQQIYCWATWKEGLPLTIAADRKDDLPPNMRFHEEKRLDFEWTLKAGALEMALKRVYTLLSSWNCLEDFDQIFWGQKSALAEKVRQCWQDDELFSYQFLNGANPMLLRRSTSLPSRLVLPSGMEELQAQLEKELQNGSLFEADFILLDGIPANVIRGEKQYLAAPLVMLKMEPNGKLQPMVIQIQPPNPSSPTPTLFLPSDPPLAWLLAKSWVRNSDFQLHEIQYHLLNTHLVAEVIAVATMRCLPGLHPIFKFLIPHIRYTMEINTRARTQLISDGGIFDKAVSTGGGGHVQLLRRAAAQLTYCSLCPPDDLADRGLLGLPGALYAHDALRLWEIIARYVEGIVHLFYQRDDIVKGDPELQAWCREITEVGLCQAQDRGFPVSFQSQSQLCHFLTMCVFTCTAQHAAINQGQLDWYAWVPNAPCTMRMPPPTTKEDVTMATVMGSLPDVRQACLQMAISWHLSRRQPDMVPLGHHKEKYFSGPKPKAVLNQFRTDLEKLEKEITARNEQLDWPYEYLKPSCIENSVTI
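Purified human 12hLO at 150 nM in 25 mM Hepes, 0.01% Triton X-100, pH 7.0, preincubated 15 min at room temperature with compound. Reaction started with 40 uM arachidonic acid, 30 min at room temperature. Hydroperoxide measured by Fe-xylenol orange, 573/405 nm absorbance ratio.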
D2 antagonist = HTS Assay for Allosteric Antagonists of the Human D2 Dopamine Receptor: Primary Screen for Antagonists. D(2) dopamine receptor (Homo sapiens), P14416. HEK293 TREx D2 cells, calcium flux, dopamine EC80. inhibition, % at 10 µM. 340,000 tested, 2% active; in the data active = inhibition above about 30%; note: 0% is about no effect
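Tetracycline-induced HEK293 T-REx cells expressing D2 force-coupled to calcium signalling were dye-loaded, exposed to compound for 180 s, then challenged with an EC80 of dopamine; calcium flux was followed kinetically for a further 180 s.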
RGS4 inhibitor = Inhibitors of Regulator of G Protein Signaling (RGS) 4: qHTS | Regulator of G-protein signaling 4 (Homo sapiens), P49798 | Transcreener GDP fluorescence polarization, RGS4-accelerated GTP hydrolysis | Potency, µM (top dose mostly 114 µM), for the others: at the top dose activity change, negative = inhibition, most hits filed as inhibitors | 390,000 tested, 0.039% active; note: potency is the fitted concentration of half-maximal effect; % is set by controls: 0 for no effect and ±100 for the full control effect; nearly all actives have a fitted effect of over 75% in size; some results filed as inactive show a strong effect at the top dose
Target sequence (P49798 whole entry, looked up): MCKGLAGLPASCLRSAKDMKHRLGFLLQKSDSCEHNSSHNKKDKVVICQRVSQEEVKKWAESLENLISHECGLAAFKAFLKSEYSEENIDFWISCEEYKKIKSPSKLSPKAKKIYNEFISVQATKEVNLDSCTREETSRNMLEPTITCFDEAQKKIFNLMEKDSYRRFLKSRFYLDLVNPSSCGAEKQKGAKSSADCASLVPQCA
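MLSMR compounds (23 nl, pin-transferred) preincubated 10 min at room temperature with a 500nM (2x) first reagent, then RGS4 at 900nM (2x) plus Transcreener GDP mix added; fluorescence polarization (620/688 nm) read before and after 90 min at 30 °C.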
ERG Ets-DNA blk = qHTS for Small Molecule Inhibitors of the ERG Ets/DNA interaction | Transcriptional regulator ERG (Homo sapiens), P11308 | AID 624246, 2012 | Potency, µM (top dose mostly 76.9 µM), for the others: at the highest dose FP activity, negative = inhibition, hits mostly inhibitors | 370,000 tested, 0.028% active | fluorescence polarization, His-ERG Ets domain / labelled DNA; active = well fitted inhibition curve with a large enough effect in the polarisation, with a control signal flat; inconclusive = small, poorly fitted or top-dose-only effect, or effect the other way, or a change in a side signal; inactive = no such curve, though single readings can be large or run the other way; the % refers to the polarisation;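 note: polarization taken with two DNA probes labelled with fluorescein and Texas red; potency is the fitted concentration of half-maximal effect; % of control where 0% means no effect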
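His-tagged ERG Ets domain (1 uM in the protein solution; 300mM KCl, 50mM Tris-HCl, 1mM EDTA, 1mM DTT, pH 7.5) received compound, then a probe mix of 5 nM fluorescein-DNA and 100nM Texas-615-DNA. Fluorescence polarization was read for both dyes.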
GRP78 ERSR act = qHTS for Inducers of the Endoplasmic Reticulum Stress Response (ERSR) in Human Glioma: qHTS | Potency, µM, without a hit: at the highest dose activation, hits mostly activators | 420,000 tested, 0.02% active | AID 602332, 2012 | U87-MG GRP78 promoter luciferase reporter, 16 h; note: potency is the fitted concentration of half-maximal effect; series mostly up to about 76 µM; % of control where 0% means no effect; nearly all actives have a fitted effect of over 35% in size
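ERSR induction read as luciferase luminescence (Bright-Glo, 10 min at room temperature) in stably transfected human U87-MG glioma cells exposed to compounds for 16 h, using GRP78 as sensor.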
LDHA block = qHTS assay for inhibitors of human lactate dehydrogenase; L-lactate dehydrogenase A chain (Homo sapiens), P00338; purified LDHA, NADH/diaphorase-resazurin fluorescence; hits give low values; activity change, % (values are at about 110 or 230 µM); 480,000 tested, 0.15% active; in the data active = activity change below about -30%; inconclusive = mostly about -25% to -30%;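 note: plate controls were DMSO wells for no effect and wells without enzyme for full effect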
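Human LDH5 (2 nM) was incubated with 0.06 mM NADH and 0.2 mM pyruvate for 5 min at room temperature in Tris pH 7.4. Remaining NADH was coupled through diaphorase/resazurin, and resorufin fluorescence was read at 0 and 20 min.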
D2 ag = HTS Assay for Allosteric Agonists of the Human D2 Dopamine Receptor: Primary Screen for Agonists; HEK293 T-REx D2 cells, calcium flux agonist mode; activation, % at 2 µM; 340,000 tested, 0.53% active;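 active = activation over 3 SD above normal in the single-dose calcium agonist read, cut at about 30% in these data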; note: 0% is about no effect
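Agonism is scored from calcium flux in a force-coupled, inducible HEK293 cell line expressing D2, read kinetically for 180 s after compound addition against dopamine controls.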
Vif-APOBEC3G blk = qHTS for Inhibitors of Vif-A3G Interactions: qHTS. DNA dC->dU-editing enzyme APOBEC-3G (Homo sapiens), Q9HC16. HeLa A3G-eYFP + Vif (tagged APOBEC3G with the HIV-1 protein that degrades it), YFP fluorescence, overnight. Potency, µM (series often up to 46.1 µM), for the others: at the top dose activity, negative = active, most hits filed as inhibitors. 410,000 tested, 0.076% active;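 note: potency is the fitted concentration of half-maximal effect; % is set by controls: 0 for no effect and ±100 for the full control effect; nearly all actives have a fitted effect of over 60% in size; hits raise eYFP signal because A3G escapes Vif-driven loss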
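HeLa cells stably expressing Vif and C-terminally eYFP-tagged A3G, seeded overnight at 37 deg C, then exposed to compound by pintool overnight at 37 deg C. Rise in yellow fluorescence (Ex 488/Em 500-530, Acumen) marks blocked Vif-driven A3G degradation.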
Vif-APOBEC3F blk = qHTS for Inhibitors of Vif-A3F Interactions: qHTS; HeLa A3F-eYFP + Vif (tagged APOBEC3F with the HIV-1 protein that degrades it), YFP fluorescence increase; Potency, µM (titrated, usually from 46.1 µM), for the others: at the highest dose activity, negative = active; 390,000 tested, 0.2% active; note: potency is the fitted concentration of half-maximal effect; % of control where 0% means no effect; nearly all actives have a fitted effect of over 65% in size
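Fluorescence increase (Ex 488/Em 500-530) after overnight compound treatment at 37 deg C flags inhibition of Vif-driven A3F-eYFP loss in stable HeLa A3F-eYFP/Vif cells seeded overnight beforehand.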
* marks the source's active call; other numbers are inactive results; ? = inconclusive; . = no result given; [ ] = another dose, or the depositor's remark. Unless noted, calls come from the whole dose curve; as a rule, active = well fitted curve in the direction sought with a large enough effect; inconclusive = small, poorly fitted or top-dose-only effect, or another doubt; inactive = no such curve, though single readings can be large; an effect the other way counts as inactive or inconclusive. Some of the compounds tested (hit frequency here may not be typical).

Under each structure: 12-LOX inh	D2 antagonist	RGS4 inhibitor	ERG Ets-DNA blk	GRP78 ERSR act	LDHA block	D2 ag	Vif-APOBEC3G blk	Vif-APOBEC3F blk
COc1ccc(CCC2(C)OCC(CCCCO)O2)cc1 (stereo not given)
  -2%	.	18%	-11%	-2%	-7	.	0%	2%
Cc1ccc(NC(=O)C2(S(=O)(=O)c3ccc(C)cc3)CC2)cc1
  15%	-16	-12%	7%	-2%	1	0.2	1%	-3%
CCC(=O)Nc1ccccc1-c1nc2ccccc2n(C(CC)C(=O)Nc2cccc(C(C)=O)c2)c1=O (stereo not given)
  -20%	.	-3%	1%	2%	3	-1.6	?	?
O=C(Cn1cnc2ccccc2c1=O)Nc1ccc(S(=O)(=O)N2CCCC2)cc1
  -16%	4	-32%	5%	-3%	-1	0.0	-2%	4%
Cc1cc(Nc2ccccc2)cc(=O)n1C
  13%	.	-11%	2%	3%	2	.	-10%	-8%
O=C(Nc1nnc([C@@H]2C[C@H](O)[C@@H](CO)O2)s1)NC(c1ccccc1)c1ccccc1
  -9%	.	.	.	-6%	-2	.	-8%	.
O=C(NCc1ccccc1Cl)c1ccc2nnsc2c1
  0%	8	-3%	6%	-5%	-9	0.4	-5%	-2%
Cc1ccccc1NC(=O)NCc1cccnc1
  112%[activator]	.	-11%	-15%	1%	-13	.	0%	-8%
COc1ccccc1NC(=O)COC(=O)/C=C/c1ccc2c(c1)OCO2
  16%	0	11%	2%	0%	-14	0.9	-1%	-12%
Cc1ccccc1N1CCN(CC(=O)Nc2nc(C)c(C(=O)N(C)C)s2)CC1
  12%	15	8%	9%	-3%	-9	-0.8	0%	-10%
Nc1c(S(=O)(=O)c2cccs2)c2nc3ccccc3nc2n1Cc1ccc2c(c1)OCO2
  ?	-30	6%	.	-1%	-9	0.9	0%	8%
COc1cc(CCC(=O)NNC(=O)c2cccc(Cl)c2)cc(OC)c1OC
  -4%	5	-9%	-3%	-4%	-6	-0.1	1%	1%
NC(=O)c1ccc(F)cc1
  8%	2	-23%	-5%	-4%	-2	-0.1	-1%	1%
CCOc1ccc(-n2c(SCC(=O)Nc3ccc4c(c3)OCO4)nc3c(c2=O)SCC3)cc1
  1%	2	-8%	3%	-2%	-4	-0.2	-5%	7%
COc1ccc(CCNC(=O)CSc2ncc(C(=O)Nc3ccccc3)c(=O)n2C)cc1
  10%	16	-11%	-1%	0%	3	-0.8	-4%	?
O=C(CN(C(=O)c1ccc2c(c1)OCCO2)c1ccccc1)NCC1CCCO1 (stereo not given)
  -23%	-7	-24%	-12%	-2%	-3	0.1	-1%	.
CCN(c1ccc(NC(=O)COC(=O)c2ccc(C)c(S(=O)(=O)N3CCOCC3)c2)cc1)C(C)C
  -5%	-19	-30%	7%	-4%	0	0.1	1%	8%
CNC(=S)N(Cc1ccc2c(c1)OCO2)C1CC(=O)N(c2ccccc2)C1=O (stereo not given)
  -21%	.	6%[11.4 µM]	-8%	0%	2	.	3%	2%
Cc1nnc(NC(=O)c2ccc(-c3ccc(Cl)cc3)o2)s1
  ?	-9	-18%	1%	-1%	-6	1.1	0%	-22%
CSc1ccccc1-n1nnnc1SCc1ccccc1
  0%	-24	-11%	-9%	-2%	-3	-1.3	-1%	4%
CC(C)C(=O)Nc1cccc(C(=O)Nc2ccc(S(=O)(=O)N3CCOCC3)cc2)c1
  11%	-4	-1%	-3%	-5%	-3	1.4	-1%	12%
CC(C)NC(=O)CC1Nc2c3ccccc3nc(=S)n2C1=O (stereo not given)
  0%	1	25%	5%	-4%	-2	0.5	0%	-1%
Cc1ccccc1Cn1nnc(C(=O)Nc2cccc(C)c2C)c1N
  -23%	-4	-23%	-6%	0%	-3	2.4	?	-1%
CCC(=O)Nc1cc2c(cc1C(=O)c1ccccc1)OCCO2
  -14%	-7	-3%	3%	9%	-2	0.3	-6%	-4%
CCOC(=O)c1c(C)[nH]c(CCC(=O)Nc2c(C)cccc2CC)c1C
  -9%	.	12%	2%	-6%	-14	-0.2	6%	8%
OCCC1CN(Cc2ccc(-n3cccn3)cc2)CCN1Cc1ccccc1 (stereo not given)
  42%[activator]	-17	-9%	-4%	-3%	-5	2.2	0%	12%
O=C(Nc1ccc(OC(F)(F)F)cc1)C1CCCCN1S(=O)(=O)c1ccccc1 (stereo not given)
  1%	.	9%	-4%	-3%	0	.	1%	8%
O=C(O)/C=C/c1cn(-c2ccccc2)nc1-c1ccc2c(c1)OCCO2
  -11%	-13	-2%	-7%	0%	-10	-0.6	-3%	-8%
Cc1cc(C)nc(NN2C(=O)C=CC2=O)n1
  .	2	?	8%	-2%	0	-1.3	3%	-4%
Cc1ccc(C(C(=O)NC(C)(C)C)N(CCCN2CCOCC2)C(=O)c2ccc(-c3ccccc3)[nH]2)o1 (stereo not given)
  17%	-9	-2%	-1%	-4%	-5	-0.2	-1%	7%
O=C(Nc1cccc(Cl)c1)OCCOC(=O)Nc1cccc(Cl)c1
  -23%	.	-3%	2%	-3%	-1	.	-1%	-2%
O=C(Nc1ccc(Br)c(Cl)c1)C1CC1
  -34%	-14	23%	-4%	-3%	-7	0.4	-5%	3%
COc1cccc(C2CCCN2Cc2nc(CC3CC3)no2)c1 (stereo not given)
  ?	6	-52%	-4%	-1%	-3	-0.6	1%	-10%
C=C(C)COc1ccc(-c2ncncc2-c2ccccc2)c(O)c1
  5%	-6	-15%	-1%	-4%	1	0.8	-8%	-3%
CN(C(=O)COC(=O)c1c2c(nc3ccccc13)CCCC2)c1c(N)n(Cc2ccccc2)c(=O)[nH]c1=O
  -5%	9	-4%	5%	-5%	-6	0.8	-14%	0%
Cc1nnc(SCC(=O)Nc2ccc3c(c2)OCO3)[nH]c1=O
  -10%	-2	-7%	0%	0%	-8	-0.4	1%	-1%
Cc1ccc(N(C(=O)C2CCCC2)C2C=CS(=O)(=O)C2)cc1 (stereo not given)
  0%	23	21%	-6%	-2%	-7	0.2	-1%	0%
Oc1c(CN2CCOCC2)cc(CN2CCOCC2)cc1CN1CCOCC1
  16%	.	6%	11%	-3%	1	.	-2%	12%
CCOc1cc(CN2CCN(c3cccc(C(F)(F)F)c3)CC2)ccc1OC
  ?	28	-11%	.	-2%	-13	-2.3	-1%	-7%
O=C(Oc1cccc2cccnc12)c1cccc(N2C(=O)C3C4CCC(C4)C3C2=O)c1 (stereo not given)
  -5%	-22	22%	-2%	-2%	17	1.8	?	-1%
CC(C)(OC1OC(CO)C(O)C(O)C1O)[C@H]1Oc2ccc3ccc(=O)oc3c2[C@H]1O (stereo not given in full)
  0%	27	20%	1%	-2%	-5	1.1	2%	-3%
CCOC(=O)Cn1c(Br)nc2c1c(=O)[nH]c(=O)n2C
  14%	26	29%	.	-2%	-7	0.6	0%	0%
COc1ccc(NC(=O)CN2CCc3ccccc3C2)c([N+](=O)[O-])c1
  ?	0	-50%	6%	-1%	-2	0.5	0%	10%
Cc1ccc2nc(NCc3ccccc3)c3nncn3c2c1
  -3%	.	14%	2%	-2%	-13	.	-2%	-6%
COC(=O)c1cnn2c3c(c(C)nc12)CCCC3
  22%	-11	-6%	10%	0%	0	-1.1	-1%	-5%
Cc1ccc(S(=O)(=O)NC(C)C(=O)Nc2ccc3c(c2)OCO3)cc1 (stereo not given)
  19%	12	-8%	3%	3%	-3	-2.5	-3%	-1%
COc1ccc(NC(=O)CSCC(=O)N(C)CC(=O)Nc2ccc(Cl)c(C(F)(F)F)c2)cc1
  -2%	17	-7%	-1%	-1%	-3	-0.2	-3%	-28%
COc1nc(NCc2cccnc2)nc(NC2CCCCC2)n1
  -3%	-16	-7%	-1%	4%	-2	0.0	1%	-10%
O=C(COC(=O)c1ccc(S(=O)(=O)N2CCCCC2)cc1)NCc1ccccc1
  -1%	.	27%	9%	-4%	-6	.	-7%	-9%
Cc1ncc(CO)c2c1Oc1nc(-c3ccc(Cl)cc3)nc(SCC(=O)N3CCCCC3)c1C2
  2%	.	-1%	4%	-1%	-2	1.2	-6%	0%
Cc1ccc(NC(=O)CCSc2nnc(C)o2)cc1
  -1%	3	7%	2%	-1%	-6	0.0	1%	-18%
Cc1c(NC(=S)NC(=O)c2ccccc2Cl)c(=O)n(-c2ccccc2)n1C
  ?	-8	-3%	-6%	-3%	-1	0.8	-2%	18%
Cc1ccc(-c2csc(C(O)c3ccccc3)n2)cc1C (stereo not given)
  ?	.	.	.	7%	-1	.	-4%	.
COc1ccc(CNC(=O)c2ccc(CNS(=O)(=O)c3ccc(F)cc3)cc2)cc1
  3%	.	5%	0%	-4%	-3	0.2	1%	-1%
